# From PubChem BioAssay
# Mtb BioA inh: inhibitors of Mycobacterium tuberculosis BioA enzyme; purified M. tuberculosis BioA enzyme, plate reader; inhibition, % at 9.99 µM; 0.096% of 360,000 active; in the data active = inhibition above about 40%; inconclusive = no clear call, values can overlap the other calls
# CCHFV vOTU inh: blocks the CCHF virus ovarian tumor domain protease; inhibition, % at 11.5 µM; CCHFV vOTU protease, Pep-AMC fluorescence; 0.55% of 370,000 active; also: 0% = vehicle wells with enzyme and 100% = no enzyme wells
# DUSP3 inh: inhibitors of human VHR1 phosphatase (DUSP3); P51452; recombinant VHR phosphatase, pNPP absorbance; inhibition, % at 13.3 µM; 0.52% of 290,000 active; in the data active = inhibition above about 50%; also: some compounds called inactive have numbers as strong as hits
# Target sequence (P51452 whole entry, looked up): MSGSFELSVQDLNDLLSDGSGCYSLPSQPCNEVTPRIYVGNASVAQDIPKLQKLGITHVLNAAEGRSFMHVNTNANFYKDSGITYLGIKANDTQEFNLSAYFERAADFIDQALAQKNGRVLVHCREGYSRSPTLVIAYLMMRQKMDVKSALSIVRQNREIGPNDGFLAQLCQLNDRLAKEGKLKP
# GDH-TPI inh: inhibits GDH-TPI coupling enzymes, artifact for Mtb FBA screen; GDH-TPI coupled enzyme counterscreen, NADH absorbance; inhibition, % at 4.8 µM; 1.2% of 360,000 active; AID 588335;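 also: 0% = DMSO wells and 100% = wells lacking the enzyme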
# Rv3671c protease: Rv3671c (M. tuberculosis) protease inhibition. 0.048% of 320,000 active. inhibition, % at 5.96 µM; in the data active = inhibition above about 38%;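 also: extracellular domain of Rv3671c used as enzyme; 0% = enzyme with DMSO and 100% = no enzyme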
# Target sequence (P9WHR9 whole entry, looked up, the tested form may be a part): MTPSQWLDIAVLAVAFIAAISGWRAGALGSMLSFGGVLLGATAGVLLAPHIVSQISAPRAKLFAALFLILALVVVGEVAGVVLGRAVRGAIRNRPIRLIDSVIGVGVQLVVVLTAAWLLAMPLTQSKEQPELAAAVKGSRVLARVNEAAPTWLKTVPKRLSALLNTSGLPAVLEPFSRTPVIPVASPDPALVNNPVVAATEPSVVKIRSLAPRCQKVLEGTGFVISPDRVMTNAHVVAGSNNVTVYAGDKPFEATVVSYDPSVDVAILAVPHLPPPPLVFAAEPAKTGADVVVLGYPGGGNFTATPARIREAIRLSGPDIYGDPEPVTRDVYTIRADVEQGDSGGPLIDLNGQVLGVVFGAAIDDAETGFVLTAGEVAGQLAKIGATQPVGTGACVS
# BoNT-F LC inh: inhibitors of Botulinum neurotoxin F light chain protease; AID 588497; inhibition, % at 10 µM; Multiplex microsphere protease cleavage assay, flow cytometry; 0.22% of 360,000 active; in the data active = inhibition above about 35%, passing the limit was not always enough; inconclusive = no clear call, values can overlap the other calls; also: plate controls were buffer without enzyme for full effect and enzyme alone for no effect
# FBA Mtb inh: inhibits M. tuberculosis FBA enzyme | 2.3% of 360,000 active | P9WQA3 | AID 588726 | inhibition, % at 1 µM | purified M. tuberculosis FBA, fluorescence read-out; in the data active = inhibition above about 27%;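 also: 0% = vehicle and 100% = reference inhibitor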
# FadD28 binding: inhibitors of Mycobacterium tuberculosis FadD28 bisubstrate binding | FadD28 bisubstrate probe binding, fluorescence polarization | inhibition, % at 12.5 µM | 0.22% of 360,000 active | AID 588549; in the data active = inhibition above about 8.5%, passing the limit was not always enough; inconclusive = no clear call, values can overlap the other calls
# Mtb UGM inh: blocks M. tuberculosis UGM enzyme. AID 504406. purified UGM, fluorescence polarization probe displacement. 0.06% of 320,000 active. inhibition, % at 10 µM; in the data active = inhibition above about 10%, passing the limit was not always enough; inconclusive = no clear call, values can overlap the other calls
# Target sequence (P9WIQ1 whole entry, looked up): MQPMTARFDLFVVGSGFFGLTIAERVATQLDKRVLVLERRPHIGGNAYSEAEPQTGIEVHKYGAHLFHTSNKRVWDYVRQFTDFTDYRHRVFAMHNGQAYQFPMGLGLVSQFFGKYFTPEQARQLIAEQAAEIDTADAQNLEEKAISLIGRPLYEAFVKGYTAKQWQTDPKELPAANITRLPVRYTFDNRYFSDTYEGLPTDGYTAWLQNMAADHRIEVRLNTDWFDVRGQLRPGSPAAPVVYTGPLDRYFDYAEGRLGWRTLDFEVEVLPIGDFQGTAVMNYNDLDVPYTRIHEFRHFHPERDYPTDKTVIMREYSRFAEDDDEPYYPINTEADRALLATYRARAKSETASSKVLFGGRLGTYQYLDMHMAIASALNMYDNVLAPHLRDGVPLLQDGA
# MazF activator: increases E. coli MazEF RNase cleavage of RNA; FAM/BHQ RNA-DNA oligo cleavage fluorescence, 5 h; activation, % at 20 µM; AID 504720; 0.32% of 350,000 active; P0AE70; in the data active = activation above about 50%
# * hit, by the source's call; u = inconclusive; x = not tested or not shown. Rule as the data show it, unless noted: active = inhibition above about 30%; inactive = the rest.
Structure	Mtb BioA inh	CCHFV vOTU inh	DUSP3 inh	GDH-TPI inh	Rv3671c protease	BoNT-F LC inh	FBA Mtb inh	FadD28 binding	Mtb UGM inh	MazF activator
NC(=O)NC(Cc1ccccc1)C(=O)NCC1(N2CCCCC2)CCCCC1 (stereo not drawn)	-2.5	-3	15	12	8	1	0	-1.2	-0.3	-11
O=C(Nc1ccc2c(c1)OCO2)C1CCN(S(=O)(=O)c2cccc3cccnc23)CC1	4.6	-1	14	10	5	-7	4	-0.8	-1.9	2
Cc1c(NC(=O)COC(=O)C2(c3ccccc3F)CCCC2)c(=O)n(-c2ccccc2)n1C	x	-17	27	-2	-21	-5	0	-0.2	0.8	8
O=C(NCc1ccccc1C(F)(F)F)C12CN(Cc3ccccc3)CC1C(c1ccc([N+](=O)[O-])cc1)=NO2 (stereo not drawn)	-1.3	6	14	0	-14	0	-5	-3.6	2.1	-3
CCC(Oc1ccc(Cl)cc1)C(=O)N1CC(=O)Nc2ccccc21 (stereo not drawn)	3.4	14	14	-2	1	-3	0	0.7	-0.8	1
CC1(C)OC2OC(COC(=O)c3ccccc3)C3OC(C)(C)OC3C2O1 (stereo not drawn)	-0.4	10	-8	2	-7	3	3	-1.5	-0.5	1
Cc1ccc(NC(=O)Nc2ccc3c(c2)CCC3)cc1C	-1.4	-4	23	2	-5	-2	-2	-2.4	1.5	-6
Cc1cccc(C)c1NC(=O)CN1CCN(C(=O)CCC(=O)N2CCC(c3ccccc3)=N2)CC1	-1.3	6	x	-4	x	1	-3	-1.8	x	5
CC(=O)Nc1cccc(/C(C)=N/NC(=O)c2ccc(NS(=O)(=O)c3cccs3)cc2)c1	-7.8	4	30	23	7	-2	-2	-1.7	-1.6	-12
CCN(CC)C(=O)C1=C(C)N(CCC2=CCCCC2)C(=O)C(CC(=O)NCc2cccs2)C1 (stereo not drawn)	1.2	9	x	-7	x	-2	0	-3.7	x	6
Cc1ccc(C)c(OCc2nnc(SCC(=O)NCc3ccc4c(c3)OCO4)o2)c1	x	18	7	10	-2	1	4	-0.9	-1.5	-3
CCSc1nc2c(c(=O)n1CC)SC(C)C2 (stereo not drawn)	-1.5	-11	13	12	-7	-6	-2	1.5	-1.1	4

# Given field by field: 3 of the compounds above
> O=C(NCc1ccccc1C(F)(F)F)C12CN(Cc3ccccc3)CC1C(c1ccc([N+](=O)[O-])cc1)=NO2 (stereo not drawn)
  Mtb BioA inh: -1.3
  CCHFV vOTU inh: 6
  DUSP3 inh: 14
  GDH-TPI inh: 0
  Rv3671c protease: -14
  BoNT-F LC inh: 0
  FBA Mtb inh: -5
  FadD28 binding: -3.6
  Mtb UGM inh: 2.1
  MazF activator: -3
> CCC(Oc1ccc(Cl)cc1)C(=O)N1CC(=O)Nc2ccccc21 (stereo not drawn)
  Mtb BioA inh: 3.4
  CCHFV vOTU inh: 14
  DUSP3 inh: 14
  GDH-TPI inh: -2
  Rv3671c protease: 1
  BoNT-F LC inh: -3
  FBA Mtb inh: 0
  FadD28 binding: 0.7
  Mtb UGM inh: -0.8
  MazF activator: 1
> CC1(C)OC2OC(COC(=O)c3ccccc3)C3OC(C)(C)OC3C2O1 (stereo not drawn)
  Mtb BioA inh: -0.4
  CCHFV vOTU inh: 10
  DUSP3 inh: -8
  GDH-TPI inh: 2
  Rv3671c protease: -7
  BoNT-F LC inh: 3
  FBA Mtb inh: 3
  FadD28 binding: -1.5
  Mtb UGM inh: -0.5
  MazF activator: 1

# More results:
Structure	Mtb BioA inh	CCHFV vOTU inh	DUSP3 inh	GDH-TPI inh	Rv3671c protease	BoNT-F LC inh	FBA Mtb inh	FadD28 binding	Mtb UGM inh	MazF activator
O=C(C=Cc1ccccc1)CC(c1ccccc1)N1CCOCC1 (stereo not drawn)	-0.5	8	x	31	x	-6	-1	1.3	x	0
OC[C@H]1O[C@@H](c2nc(-c3cccc4ccccc34)no2)[C@H](O)[C@@H]1O	-0.3	1	x	7	x	-1	7	-2.1	x	x
CCCCN1CC(O)=C(c2nc(-c3ccc(Br)cc3)cs2)C1=N	-0.9	-4	37	-2	-4	0	0	-0.7	-4.7	4
CCc1cc(C(=O)N2CCCC(CCC(=O)NCc3cccc(OC)c3)C2)no1 (stereo not drawn)	x	-6	28	-8	0	-8	-2	-3.7	-3.1	-10
COc1ccc(OCCNC(=O)c2ccc3nc(C)c(N(C)C(=O)CCc4ccccc4)n3c2)cc1	-0.4	9	x	1	x	-1	-3	-4.0	x	x
O=C(COC(=O)CCOc1ccccc1)NCc1ccco1	6.8	5	32	4	8	-2	3	-0.6	0.5	5
O=C(NC(=S)Nc1nc(-c2ccc(Br)cc2)cs1)c1ccco1	x	-6	20	2	2	1	-2	1.1	-1.9	-19
O=C(CS(=O)CC(=O)N(CC(=O)NC1CCCC1)C1CCCC1)Nc1ccc(F)cc1 (stereo not drawn)	-0.7	0	3	20	-3	10	-1	0.4	-0.5	1
COc1ccccc1N1C(=O)C=C(Sc2nc(C)cc(C)n2)C1=O	-1.7	-5	-6	8	-7	x	1	-2.8	-1.8	13
O=C(Cc1csc(Nc2nc(=S)[nH]c3ccccc23)n1)N1CCN(c2cccc(Cl)c2)CC1	-1.2	-1	10	4	-8	-5	1	-1.5	-4.0	-11
CCN(CC)C(=O)C1=C(C)N(Cc2ccc(F)cc2)C(=O)C(CC(=O)NCCN2CCOCC2)C1 (stereo not drawn)	0.2	-4	x	-8	x	2	-1	-1.6	x	3
COc1ccccc1-c1cc2nc(C)cc(C)n2n1	-1.4	1	10	10	7	-12	9	-3.8	0.3	-3
COC(=O)N=Nc1c(O)n(Cc2ccccc2)c2ccccc12	1.8	4	-7	6	1	-6	1	-3.4	-1.4	4
COc1cc(/C=N/NC(=O)c2cc3ccccc3[nH]2)ccc1O	0.3	4	57*	41*	-4	-8	-1	-2.1	1.6	4
CC(C)Sc1nc(N2CCOCC2)c2c(c1C#N)CC(C)(C)SC2	-1.2	-19	13	6	-1	1	-4	-3.1	0.0	2
CCCCC(=O)Nc1ccccc1Oc1ccccc1	x	4	10	3	1	-3	3	-2.1	-0.7	-4
COc1ccc(NC(=O)Cn2nc(C)c3ccccc3c2=O)cc1	0.0	-8	13	-3	1	-7	-4	-3.1	0.0	7
Cc1c(N=Cc2c(O)n(CCc3ccccc3)c(=O)[nH]c2=O)c(=O)n(-c2ccccc2)n1C	-1.0	-4	-5	9	-1	0	-1	-4.5	-0.7	8
Cc1cccc(NC(=O)C2CCN(S(=O)(=O)c3ccc4c(c3)C(C)(C)C(=O)N4C)CC2)c1C	1.2	-1	10	-5	1	-2	-1	-3.8	-0.4	7
CN(CCO)c1ccc(-c2nn(C)c(=O)c3ccccc23)cc1[N+](=O)[O-]	x	-2	1	-3	1	-7	2	1.9	-3.9	0
COc1cc(NC(=O)c2cccnc2SC)cc(OC)c1	x	-12	2	1	5	-10	0	-2.1	-2.7	8
COC(=O)Nc1ccc2c(c1)OCO2	0.4	4	36	-3	4	-25	-4	-1.7	1.0	2
CCOC(=O)c1[nH]cnc1C(=O)Nc1ccc(Cl)cc1	x	-7	-3	-2	1	-4	4	-0.3	0.0	-3
CCOc1ccc(C(C)NC(=O)c2ccc3c(c2)NC(=O)C(C)S3)cc1OCC (stereo not drawn)	4.7	12	x	6	-11	-12	5	-0.5	x	-4
Cc1ccc(CN2CCc3[nH]c(=O)[nH]c(=O)c3C2)cc1	-1.7	8	18	-1	0	4	5	-0.7	-0.3	5
CCOc1ccc(NC(=O)NNC(=O)c2ccc(CC)s2)cc1	x	-2	1	-5	11	2	1	-0.2	-0.7	5
COc1cccc(N2CCN(C3CC(=O)N(c4ccc(F)c(Cl)c4)C3=O)CC2)c1 (stereo not drawn)	-1.9	-1	-32	4	1	6	0	0.6	-0.4	-1
COc1ccccc1NS(=O)(=O)c1cc(NC(=O)c2cc[n+]([O-])cc2)ccc1N1CCCC1	x	-1	15	11	4	8	4	-2.1	2.0	5
O=C(Cc1ccc(NC2=NC3CS(=O)(=O)CC3S2)cc1)NCc1ccccc1 (stereo not drawn)	-2.9	3	29	-2	1	-3	0	-4.7	0.6	12
COc1c(Cl)cc(Cl)cc1CNc1ccc(S(N)(=O)=O)cc1	x	6	13	-7	-8	0	0	-2.6	1.5	6
COCCCn1cnnc1SC(C)C(=O)Nc1ccc(S(=O)(=O)N2CCOCC2)cc1 (stereo not drawn)	-0.5	-5	x	0	9	13	5	0.6	-1.4	7
Cc1ccc2c(c1)c(-c1ccccc1)nc1nnnn12	0.6	8	23	12	2	-4	3	-3.8	-0.5	-11
CCC(=O)N(c1ccc(F)cc1)C1C=CS(=O)(=O)C1 (stereo not drawn)	-3.6	-2	26	1	-5	4	-1	-3.1	-0.1	2
O=C(NCC(=O)N1CCN(c2ncccn2)CC1)c1ccc(F)cc1	1.0	1	x	0	-7	-1	0	-2.4	-0.6	2
O=C1C(=O)N(CCCO)C(c2ccc(Br)cc2)/C1=C(\O)c1ccc(Br)cc1 (stereo not drawn)	6.0	-3	1	10	1	-27	0	-2.0	3.5	3
COc1ccc(CCn2c(N)c(C(=O)NCc3ccco3)c3nc4ccccc4nc32)cc1OC	1.7	20	1	16	-35	-15	11	-18	3.0	5

# In the list so far, 6 have an aryl thioether with sulfur outside any ring:
Structure	Mtb BioA inh	CCHFV vOTU inh	DUSP3 inh	GDH-TPI inh	Rv3671c protease	BoNT-F LC inh	FBA Mtb inh	FadD28 binding	Mtb UGM inh	MazF activator
Cc1ccc(C)c(OCc2nnc(SCC(=O)NCc3ccc4c(c3)OCO4)o2)c1	x	18	7	10	-2	1	4	-0.9	-1.5	-3
CCSc1nc2c(c(=O)n1CC)SC(C)C2 (stereo not drawn)	-1.5	-11	13	12	-7	-6	-2	1.5	-1.1	4
COc1ccccc1N1C(=O)C=C(Sc2nc(C)cc(C)n2)C1=O	-1.7	-5	-6	8	-7	x	1	-2.8	-1.8	13
CC(C)Sc1nc(N2CCOCC2)c2c(c1C#N)CC(C)(C)SC2	-1.2	-19	13	6	-1	1	-4	-3.1	0.0	2
COc1cc(NC(=O)c2cccnc2SC)cc(OC)c1	x	-12	2	1	5	-10	0	-2.1	-2.7	8
COCCCn1cnnc1SC(C)C(=O)Nc1ccc(S(=O)(=O)N2CCOCC2)cc1 (stereo not drawn)	-0.5	-5	x	0	9	13	5	0.6	-1.4	7

# Next entries follow:
Structure	Mtb BioA inh	CCHFV vOTU inh	DUSP3 inh	GDH-TPI inh	Rv3671c protease	BoNT-F LC inh	FBA Mtb inh	FadD28 binding	Mtb UGM inh	MazF activator
Cc1ccc([N+](=O)[O-])cc1N1C(=O)CS/C1=N\NC(=O)c1cccnc1	x	11	-14	-1	-2	-5	3	1.6	0.2	2
COCC(=O)Nc1nc2n(n1)C(c1ccc(OC)cc1)CC(c1ccc(OC)cc1)N2 (stereo not drawn)	-0.9	-9	14	7	x	7	0	-2.3	x	6
COc1ccc(-n2c(C)nc3c(cnn3-c3ccc(C)cc3)c2=O)cc1	x	-14	9	-3	-6	8	0	2.8	-0.6	3
COc1ccc(C(=O)O)cc1S(=O)(=O)NCc1ccccn1	0.1	4	17	-7	-3	6	0	-3.5	1.4	-3
CC1CN(CCCCSc2ccccc2)CC(C)O1 (stereo not drawn)	-2.7	-17	1	1	-5	-12	-2	-3.7	0.9	10
CN1C(=O)N(C)C2(c3ccccc3)N(C)C(=O)NC12c1ccccc1 (stereo not drawn)	-1.6	-4	5	6	-2	u	0	-1.1	-1.6	4
CC(=O)Nc1ccc(-c2csc(NCCc3ccccc3)n2)cc1	-0.1	-4	-13	-19	9	-9	-2	-1.6	-1.4	4
COC(=O)COc1ccc(-c2ccc(F)cc2)cc1C=O	x	-10	-5	1	-16	-6	4	-4.0	1.6	4
